TTR transcr act: TTR transcription activation, primary screen | 92,000 tested, 1.3% active | AID 1117267 | activation, % at 16.7 µM | SH-SY5Y TTR promoter Gaussia luciferase, luminescence; 100% = recombinant luciferase protein wells;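 active = activation above the mean of all tested compounds plus 3 SD, cut at about 9.5% in these data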;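 also: cells exposed to compounds for one day before reading; 0% = median of all test compound wells on the plate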
* marks the source's active call; other numbers are inactive results. Not all compounds are listed; the hit share may differ from the screen's.

TTR transcr act | Structure
6.3 | O=C(Nc1ccc2c(c1)OCO2)C1CCN(C(=O)c2cccs2)CC1
2.5 | O=C(NN=Cc1ccccc1Cl)c1ccc([N+](=O)[O-])cc1
0.1 | CCOC(=O)CCC(=O)NCc1ccc2c(c1)cc(C)n2C
-0.5 | O=C(Nc1nnc(COc2ccccc2)s1)Nc1ccccc1F
1.6 | CC1(C(=O)NCc2ccccc2)CCC(=O)N1CC(F)(F)F (stereo not drawn)
-1.3 | O=C(/C=C/c1ccco1)NC(=S)Nc1ccccc1
3.4 | C[C@@]12C(=O)N(c3ccc(Cl)cc3)C(=O)N1[C@@H]1c3ccccc3OC[C@@H]1[C@H]2c1ccccc1
1.0 | COc1ccc(-c2cc(C(=O)N/N=C/c3ccc(OC)c(COCC(F)(F)C(F)F)c3)c3ccccc3n2)c(OC)c1
-2.5 | COc1ccc(C(=O)c2c3ccc(OC)cc3[n+]([O-])n2Cc2ccc(C(N)=O)cc2)cc1
-0.7 | CC(C)NC(=O)C1CCN(C2CCN(C(=O)/C=C/c3cccs3)CC2)CC1
-1.7 | O=C(Nc1ccccc1)n1cc(-c2ccccn2)c(N2CCOCC2)n1
-2.8 | CCS(=O)(=O)N1CCC(c2nc(-c3ccc(C(F)(F)F)cc3)no2)CC1
0.0 | O=[N+]([O-])c1ccc(COc2cccc(CN3CCCC3)c2)cc1
9.5 | Cc1cc(C)c(C#N)c(SCc2ccc([N+](=O)[O-])cc2)n1
-0.6 | Cc1ccc(CN2CCCCC(NC(=O)c3ccc4ccccc4c3)C2=O)cc1 (stereo not drawn)
-4.0 | COc1ccc(OC[C@@H](O)CNC(=O)c2cccc3c2C(=O)c2ccc(Cl)cc2S3(=O)=O)cc1
-1.0 | Cc1cccc(C(=O)OCC(=O)c2cccc(Br)c2)c1O
-0.2 | COc1c(C=O)cc2c3c1CCCN3CCC2
-0.9 | COc1ccc(C2CC(c3ccc4ccccc4c3)=NN2C(=O)COC(=O)C2CCC(=O)N2)cc1 (stereo not drawn)
-1.6 | COC(=O)[C@@]12C[C@@H](CC(=O)N3CCOCC3)C(=O)N(Cc3ccccc3)C1=CCC(C)(C)C2
3.6 | CCCc1nnc(NC(=S)Nc2ccccc2)s1
4.7 | CN1C[C@@H]2C(c3ccccc3)C3(c4cccnc4)CC2(C3)[C@H]1c1ccccc1 (stereo partly drawn)
11* | On1c(-c2ccccc2)nc2ccccc21
-0.4 | O=C(Cc1ccc(NC(=O)C2CCCN(C(=O)C3CCC3)C2)cc1)Nc1ccc(C(=O)N2CCOCC2)cc1 (stereo not drawn)
-0.1 | Cc1cc(C)nc(N2C(=O)CC(C(C)c3ccccc3)C2=O)n1 (stereo not drawn)
-1.5 | CN(C)c1ccc(NC(=O)CN2CCC(O)(c3ccccc3)CC2)cc1
1.3 | COc1ccc(N2CC(C(=O)N[C@@H](C)C(=O)NC3CCCC3)CC2=O)cc1 (stereo partly drawn)
1.5 | COC(=O)Nc1ccc(S(=O)(=O)N2CCCC(C(=O)O)C2)cc1 (stereo not drawn)
0.1 | O/N=C/c1cn(-c2ccccc2)nc1-c1ccccc1
-3.9 | Cc1ccc2c(c1)[C@H]1[C@H](CO2)[C@H](c2ccccc2)[C@]2(C)C(=O)N(Cc3ccc(F)cc3)CC(=O)N12
-1.5 | CCNC(=O)C(=O)Nc1cc2c3c(c1)CCN3C(=O)CC2
-2.1 | CCOC(=O)N1CCC(NC(=O)C2CCCN(S(=O)(=O)c3cccc4nsnc34)C2)CC1 (stereo not drawn)
0.0 | COc1ccc(-c2cn3cccnc3n2)cc1
1.5 | O=c1[nH]n(CCO)c(=O)c2cccnc12
-1.1 | O=C(N/N=C/c1ccc2c(c1)OCO2)c1ccn(Cc2ccc(Cl)cc2)n1
-0.7 | CCCn1c(N)c(N2CCCCC2)c(=O)n(CC(=O)Nc2cccc(S(=O)(=O)N(C)C)c2)c1=O
-0.8 | O=[N+]([O-])c1ccc(N/N=C2/CCCCC2c2ccccn2)cc1 (stereo not drawn)
2.5 | Cc1onc(-c2c(F)cccc2Cl)c1C(=O)NC(=S)NC1CCS(=O)(=O)C1 (stereo not drawn)
-0.3 | O=C(NCCCNc1ccc([N+](=O)[O-])cc1)C(F)(F)F
0.1 | COc1cccc(-n2c(=O)c3sccc3n(CC(=O)NCC3CCCO3)c2=O)c1 (stereo not drawn)
-1.6 | CCOC(=O)[C@@H]1[C@H]2COc3cc(OC)ccc3[C@H]2N2C(=O)N(c3ccc(C)cc3)C(=O)[C@@]12C
-3.1 | CCOc1ccc2ncc(S(=O)(=O)c3ccccc3)c(N3CCN(c4ccc(OC)cc4)CC3)c2c1
-2.0 | NC(=O)CCN1CCCCC1
0.6 | O=C(Cn1nnc(-c2ccc3c(c2)OCO3)n1)NCc1ccccc1
3.0 | O=C(CSc1ccccc1)Nc1nnc(COc2ccc(Cl)cc2)s1
0.4 | C=CCNC(=O)CSc1nnc(-c2ccc(S(=O)(=O)N3CCCC3)cc2)n1C
1.0 | O=C(Nc1cccc(NC(=O)c2ccco2)c1)c1ccc([N+](=O)[O-])cc1
-1.1 | C[C@H](CO)N1C[C@H](C)[C@@H](CN(C)S(=O)(=O)c2cn(C)cn2)Oc2ccc(NC(=O)NC3CCCCC3)cc2C1=O
0.6 | CCOC(=O)c1c(C)[nH]c(C(=O)CC(=O)OC)c1C
0.6 | Cc1oc(-c2ccc(Cl)cc2)nc1CS(=O)CC(=O)NC(C)c1ccccc1 (stereo not drawn)

Additional entries follow.
TTR transcr act | Structure
-2.8 | Cn1c(N2CCN(C(c3ccccc3)c3ccccc3)CC2)nc2ccccc21
-0.1 | CCCCNC(=O)O[C@@H]1C[C@H]2CCCC(=O)N3CC[C@@H](C1)[C@@H]23
2.3 | COc1ccc(N(C(=O)c2ccco2)S(=O)(=O)c2ccccc2)cc1
-1.2 | CNS(=O)(=O)c1ccc2c(c1)[nH]c(=S)n2C
0.3 | NNC(=O)COc1cccc(Oc2ccccc2)c1
-1.7 | CCOc1ccc(N2C(=O)/C(=C/c3ccc(C)o3)N(C)C2=S)cc1
-0.3 | Cc1nnc(SCC(=O)NNC(=O)c2ccc(Cl)cc2)n1CC1CCCO1 (stereo not drawn)
-0.4 | CCC[C@H]1CC(=O)C=C(c2ccc(OC)cc2)ON1C(=O)OC(C)(C)C
-0.8 | Nc1ccc(Oc2ccccc2-c2ccccc2)cc1
-0.9 | O=C(NNC(=O)c1ccccc1O)c1ccc(Cl)c(S(=O)(=O)N2CCCCC2)c1
0.1 | COc1cccc(-n2c(Cn3nc(C(F)F)cc3C(F)F)n[nH]c2=S)c1
-2.0 | O=C(COC(=O)C1(c2ccccc2)CCCC1)N1CCNC1=O
0.9 | CC(C)[C@H](NC(=O)[C@@H]1Cc2ccccc2CN1C(=O)OC(C)(C)C)C(=O)NCc1ccco1
-0.1 | CCN(CCNC(=O)C1CCN(S(=O)(=O)CC)CC1)c1ccccc1
1.0 | O=C(CSc1nnc(-c2ccncc2)o1)N1CCc2ccccc2C1
-1.2 | Cc1cccn2c(=O)c(C=O)c(Sc3ncccn3)nc12
-2.0 | COc1ccc(CCNC(=O)CSc2nc(N)c(C#N)c(-c3cccs3)c2C#N)cc1OC
0.7 | Cc1ccc(C(=O)Nc2cccc(N(C)S(C)(=O)=O)c2)cc1S(=O)(=O)Nc1ccccc1
2.2 | O=C(N[C@H]1/C=C\[C@@H](O)CCCC1)OCc1ccccc1
1.0 | N#Cc1c(Cl)cccc1N1CCC(C(N)=O)CC1
2.8 | Cc1cccc(NC(=O)C2CCCN(S(=O)(=O)c3c(C)nn(C)c3C)C2)n1 (stereo not drawn)
1.6 | CCN(CC(=O)Nc1c(F)cccc1F)C(=O)c1cnc(C)cn1
0.0 | Cc1cccn2cc(-c3ccc(S(=O)(=O)N4CCOCC4)cc3)nc12
-0.3 | C#CCNC(=O)C[C@@H]1C[C@@]2(C(=O)OC)CC(C)(C)CC=C2N(Cc2ccccc2)C1=O
-2.6 | Cn1c(CN2CCOCC2)nc2cc(NC(=O)COc3ccc([N+](=O)[O-])cc3)ccc21
1.3 | O=C(c1ccc(Cl)cc1Cl)N1CCOCC1
-1.1 | Fc1ccccc1-c1nc(-c2cnccc2C(F)(F)F)no1
-12 | CCCC(=O)N1CCN(c2ccc(NC(=O)c3cc4ccccc4o3)cc2Cl)CC1
-0.9 | O=C(Nc1cccc(-c2cccc(F)c2)c1)C1CCN(Cc2ccc(CO)o2)CC1
1.7 | C[C@H]1CN(C2CCCCC2)C(=O)[C@@H]1CC(=O)Nc1ccc(Br)cc1

An excerpt from above in order of their number in TTR transcr act, highest first:
smiles	TTR transcr act
O=C(Cn1nnc(-c2ccc3c(c2)OCO3)n1)NCc1ccccc1	0.6
CCOC(=O)CCC(=O)NCc1ccc2c(c1)cc(C)n2C	0.1
Cc1cccn2cc(-c3ccc(S(=O)(=O)N4CCOCC4)cc3)nc12	0.0

(list continues)
TTR transcr act | Structure
0.4 | COc1ccc(NC(=O)c2ccccc2)cc1
1.5 | O=C(c1ccc(F)cc1)c1cc2ccc(O)cc2oc1=O
1.0 | CC1(C)CC(=O)C=C(Nc2cccc(C(F)(F)F)c2)C1
0.4 | O=C(CSc1cc(Cl)ccc1Cl)NCCN1C(=O)CSC1=O
-5.8 | COc1cccc(C(=O)Oc2ccccc2/C=C\C(=O)c2cc3ccccc3o2)c1
-0.7 | O=c1c(/C=N/O)coc2ccc(Cl)cc12
2.1 | Cn1ccc2c(N3CCCC3)cc3c(c21)C1CCC3O1 (stereo not drawn)
2.3 | O=C(N1CCOCC1)N(Cc1cccs1)C1CCCC1
-2.5 | COc1ccc(/C=C2\C(=O)NCC(=O)N2Cc2ccccc2)cc1
4.2 | COc1ccc(N2C(=O)CC(N3CCN(c4ccc(S(C)(=O)=O)cc4)CC3)C2=O)cc1 (stereo not drawn)
0.5 | COc1cc(OC)c(S(=O)(=O)Nc2ccccc2C(=O)O)cc1S(=O)(=O)Nc1ccccc1C(=O)O
-0.8 | Cc1ccccc1NC(=O)c1cccc(S(=O)(=O)Nc2cccc(C(=O)O)c2)c1
-2.5 | Cc1ccc(S(=O)(=O)N2[C@@H](c3ccc(C(C)(C)C)cc3)C(C(=O)O)=CC[C@H]2c2cccc(Cl)c2)cc1
4.7 | O=C(COC(=O)COc1ccccc1)NC1CCCC1
2.5 | CC(=O)Nc1ccc(NC(=O)CN(c2ccc(F)cc2)S(=O)(=O)c2ccc3c(c2)OCCO3)cc1
-1.6 | CC(C)(C)C(=O)NCC12C=CC(O1)C1C(=O)N(c3ccccc3)C(=O)C12 (stereo not drawn)
-0.5 | CCc1nc2ccc(C(=O)NCC3CCCCC3)cn2c1N(C)Cc1nccs1
4.5 | CC(C)(C)OC(=O)[C@H](Cc1ccccc1)NC(=O)c1nc[nH]c1C(=O)NCc1ccccc1
0.6 | CS(=O)(=O)C1=NSC2=NC(=O)/C(=C\c3cccn3-c3ccc(Cl)cc3)C(=N)N21
1.0 | COc1ccc(-c2nnc(SCC(=O)NCCc3ccc(S(N)(=O)=O)cc3)o2)cc1OC

Single entries from above.
TTR transcr act, `CC(C)(C)C(=O)NCC12C=CC(O1)C1C(=O)N(c3ccccc3)C(=O)C12` (stereo not drawn) stands at -1.6
TTR transcr act, `CCc1nc2ccc(C(=O)NCC3CCCCC3)cn2c1N(C)Cc1nccs1` stands at -0.5

Following part
TTR transcr act | Structure
-0.8 | Cc1cccc(Cn2cc(COC(=O)Nc3ccc(F)cc3)nn2)c1
-2.0 | COc1ccc(-c2c[n+](CC(=O)OC3CC(C)CCC3C(C)C)c3n2CCC3)cc1 (stereo not drawn)
2.2 | CN(Cc1ccccc1)Cc1cc(=O)oc2ccccc12
-2.0 | COc1ccccc1N1CCN(Cc2nc(N)nc(Nc3ccccc3)n2)CC1
1.8 | C[C@H](CO)N1C[C@H](C)[C@H](CN(C)S(=O)(=O)c2cccc(F)c2)Oc2cc(Br)ccc2S1(=O)=O
1.2 | CCN(CC(=O)Nc1ccc(Br)c(C)c1)CC(=O)NC(C)C
1.1 | CCN1C(=O)/C(=C/N2CCc3ccccc3C2)SC1=S
0.7 | COc1ccc(-c2nn(-c3ccccc3)cc2/C=C(\C#N)S(=O)(=O)c2ccccc2)cc1OC
-0.2 | Cc1nnc(SCCn2c(N3CC(C)CC(C)C3)nc3c2c(=O)[nH]c(=O)n3C)s1 (stereo not drawn)
3.3 | O=C(c1ccco1)N1CCN(C(=O)N2CCCCC2)CC1

Another view of part of the listing above.
SMILES | TTR transcr act
CCN(CC(=O)Nc1ccc(Br)c(C)c1)CC(=O)NC(C)C | 1.2
CCN1C(=O)/C(=C/N2CCc3ccccc3C2)SC1=S | 1.1
COc1ccc(-c2nn(-c3ccccc3)cc2/C=C(\C#N)S(=O)(=O)c2ccccc2)cc1OC | 0.7

(further entries)
TTR transcr act | Structure
0.9 | CCN1C(=O)N2C[C@H]3CON(C)[C@H]3C[C@H]2c2ccccc21
-0.9 | O=C(NCCc1ccccc1)C(=O)NCc1ccncc1
2.7 | CCn1cc(CN2CCCC(CO)(Cc3cccc(Cl)c3)C2)cn1 (stereo not drawn)
1.8 | CC1(C)Cc2ccccc2-c2nc(NCCCO)n(-c3ccccc3)c(=O)c21
0.1 | OC1(C#CCN2CCCC2)c2ccccc2-c2ccccc21
0.1 | Fc1ccccc1CNC(=S)Nc1cccc(C(F)(F)F)c1
-4.6 | CCn1c(-c2ccccc2)c(C(=O)CCl)c2ccccc21
-0.5 | Cc1cc(NC(=O)c2cccs2)no1
-7.9 | CCN(CC)S(=O)(=O)c1ccc(NC(=O)c2ccc(N(C)S(C)(=O)=O)cc2)cc1
1.0 | CCCCC(NS(=O)(=O)c1ccc(OC)cc1)C(=O)O (stereo not drawn)
-0.6 | C=CCn1c(-c2cc(Cl)ccc2OC)n[nH]c1=S
2.6 | CCCc1ccc(C(C)NC(=S)NCc2ccc(F)cc2)cc1 (stereo not drawn)
0.1 | Cc1ccsc1C(=O)OC(C)C(=O)NC1CCCCC1C (stereo not drawn)
2.2 | Brc1ccc(/C=N/n2cnnc2)s1
5.8 | COc1ccc(C(C#N)=C2C=CC(=NO)C=C2)cc1

Ordered by molecular weight (low to high): some entries from above
TTR transcr act | Structure
5.8 | COc1ccc(C(C#N)=C2C=CC(=NO)C=C2)cc1
-0.6 | C=CCn1c(-c2cc(Cl)ccc2OC)n[nH]c1=S
1.0 | CCCCC(NS(=O)(=O)c1ccc(OC)cc1)C(=O)O (stereo not drawn)

Screening data from PubChem.
